From PubChem
KCNQ2 block: KCNQ2 channel blockers in CHO-K1 cells – cell-based, FluxOR thallium flux, B-score, primary screen (AID 2156). B-score at 10 µM. 20 min; active compounds read low. 310,000 compounds, 1.1% hits;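 active means fluorescence ratio B-score at most minus 3 library SDs, with starting brightness B-score within 2 library SDs, cut at about -5.5 in these data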
Target sequence (O88943 whole entry, looked up): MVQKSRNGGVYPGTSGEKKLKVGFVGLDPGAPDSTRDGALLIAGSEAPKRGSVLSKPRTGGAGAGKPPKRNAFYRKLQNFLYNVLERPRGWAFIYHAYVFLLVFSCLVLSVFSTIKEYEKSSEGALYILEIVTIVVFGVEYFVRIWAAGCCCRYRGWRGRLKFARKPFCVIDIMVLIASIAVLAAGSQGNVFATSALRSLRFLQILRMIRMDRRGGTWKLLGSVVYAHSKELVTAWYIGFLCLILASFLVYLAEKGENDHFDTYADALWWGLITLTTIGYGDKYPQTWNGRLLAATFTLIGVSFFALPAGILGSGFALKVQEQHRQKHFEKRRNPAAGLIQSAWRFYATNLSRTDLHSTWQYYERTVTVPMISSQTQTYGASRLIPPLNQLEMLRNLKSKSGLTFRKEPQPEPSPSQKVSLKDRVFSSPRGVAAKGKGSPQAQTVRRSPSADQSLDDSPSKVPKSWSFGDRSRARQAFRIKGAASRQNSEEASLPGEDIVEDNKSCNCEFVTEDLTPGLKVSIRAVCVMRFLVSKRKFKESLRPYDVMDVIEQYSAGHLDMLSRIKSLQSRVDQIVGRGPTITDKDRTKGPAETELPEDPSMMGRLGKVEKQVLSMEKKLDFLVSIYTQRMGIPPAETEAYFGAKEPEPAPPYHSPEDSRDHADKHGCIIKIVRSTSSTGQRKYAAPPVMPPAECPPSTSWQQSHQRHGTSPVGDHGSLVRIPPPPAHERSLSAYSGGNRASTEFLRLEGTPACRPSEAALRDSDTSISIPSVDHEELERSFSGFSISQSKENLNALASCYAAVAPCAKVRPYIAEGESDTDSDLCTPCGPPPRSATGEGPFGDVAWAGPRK
Kir21 inh: Kir2.1 (mouse) channel inhibition; P35561; HEK293-Kir2.1, FluxOR thallium flux fluorescence; active compounds read low; B-score at 10 µM; 310,000 compounds, 0.85% hits; AID 1672;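 active means fluorescence ratio B-score at or below minus 3 SD of library scores, with starting-brightness B-score within 2 SD, cut at about -4.2 in these data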;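 further: channel flux triggered by added potassium and thallium sulfate stimulus; B-score of peak minus minimum fluorescence over baseline after thallium stimulus; more negative B-score means stronger Kir2.1 block with less thallium influx; some compounds called inactive have numbers as strong as hits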
The depositor's hits bear a star; i = inactive. The order is random; 1.8% or so of the library scored in one or more.

Molecule | KCNQ2 block | Kir21 inh
Cc1nc([N+](=O)[O-])cn1CC(O)c1ccc(Cl)cc1 (stereo not drawn) | i | 0.05
COc1ccccc1C(=O)Nc1ccc(S(=O)(=O)N2CCN(C)CC2)cc1 | i | 0.93
C#CCOc1ccc(Cl)cc1/C=N/O | i | -1.4
Cc1cc(OC(C)C(=O)N2CCN(c3ccc(F)cc3)CC2)c2c(C)cc(=O)oc2c1 (stereo not drawn) | i | -1.6
Cc1ccc(NC(=O)c2ccc(S(=O)(=O)N3CCOCC3)cc2)cc1 | i | 2.9
Cc1cc(N2C(=O)C(O)=C(C(=O)c3cc4ccccc4o3)C2c2cccc(Br)c2)no1 (stereo not drawn) | i | 0.13
CCC(C)NCCOc1ccc(Br)cc1 (stereo not drawn) | i | 1.1
Cc1cccc(-n2c(C)c(C)c3c(N)ncnc32)c1 | i | 0.01
N#C/C(=C\c1cccnc1)c1ccccc1[N+](=O)[O-] | i | -0.22
COc1ccccc1NC(=O)C1=C(C)Nc2nnnn2C1c1ccccc1OC (stereo not drawn) | i | 2.5
Cn1nc(-c2ccc(Cl)cc2)c2cc(C(=O)NCCN3CCOCC3)sc21 | i | 0.03
Cc1cc(C)nc(CCNC(=O)c2cc(COc3ccc(F)cc3F)on2)n1 | i | 0.47
O=C(CN1CCCCCC1)Nc1c(Cl)cc(Cl)cc1Cl | i | 0.84
COc1cccc(/C=C2/C(=O)NN(c3ccc(Br)cc3)C2=O)c1O | i | 0.69
NC(=O)Cc1ccc(C(=O)c2ccc(F)cc2)s1 | i | 0.85
COc1ccc(C)cc1NC(=O)c1cc2ccccc2cc1OCC(=O)NCc1ccco1 | i | -0.14
COc1ccc(CCNc2c(N)n(Cc3ccccc3)c(=O)[nH]c2=O)cc1OC | i | 0.51
COc1cc(C(=O)Nc2ccc3c(c2)ncn3C(C)(C)C)cc(OC)c1OC | i | -1.4
Cc1csc(NC(=S)Nc2cccc(Cl)c2)n1 | i | 0.97
C#CCOc1ccc(Br)cc1C(c1c(C)[nH][nH]c1=O)c1c(C)[nH][nH]c1=O | i | -0.11

(listing goes on)
Molecule | KCNQ2 block | Kir21 inh
COc1ccccc1C1CCCN1Cc1nc(-c2ccc(C)s2)oc1C (stereo not drawn) | i | -1.2
COc1ccc(CNC(=O)CCCn2nc(C)c3c(C)n(-c4ccccc4)nc3c2=O)cc1 | i | -0.08
COCCCN=C1NN=C(c2cc(C)n(Cc3ccccc3Cl)c2C)CS1 | i | 0.12
O=C(c1ccccc1O)N1N=C(c2ccccc2)CC1(O)C(F)(F)F (stereo not drawn) | i | -0.68
CCOC(=O)c1c(NC(C)=O)sc2c(O)cccc12 | i | -1.2
C=CCN(CC=C)C(=O)C1CCN(Cc2ccc(OCc3ccccc3)cc2)CC1 | i | -2.2
Cc1ccc(N2C(=O)/C(=C\c3ccc(C(C)C)cc3)N=C2SC2CCOC2=O)cc1 (stereo not drawn) | i | 3.2
O=[N+]([O-])c1ccc(N2CCN(c3cccc(Cl)c3)CC2)cn1 | i | 1.1
N#C/C(=C\c1ccc(OC(=O)c2cccs2)cc1)c1nc2ccccc2[nH]1 | i | -1.3
NC(=O)c1nsc(C(=O)N(c2cccc(F)c2)C(C(=O)NCc2ccccc2)c2ccc(O)cc2)c1N (stereo not drawn) | i | -0.08
CC(OCCN(C)C)C(=O)C12CC3CC(CC(C3)C1)C2 (stereo not drawn) | i | -1.1
CC(OC(=O)CNS(=O)(=O)c1ccc(C#N)cc1)C(=O)Nc1cccc(C#N)c1 (stereo not drawn) | i | 1.3
Cc1ccc(C(=O)N2CCN(Cc3ccc4c(c3)OCO4)CC2)cc1[N+](=O)[O-] | i | -1.6
O=C(CNc1cccc2ccccc12)N/N=C/c1ccccn1 | i | 0.21
COc1cccc(/C=C/C(=O)OCC(=O)c2c[nH]c3ccccc23)c1OC | i | 0.42
Cc1ccc(C(=O)N/C(=C\c2cccs2)c2nc3ccccc3[nH]2)cc1 | i | -0.99
O=C(CCCN1C(=O)/C(=C/c2cccs2)SC1=S)Nc1cc([N+](=O)[O-])ccc1O | i | -0.4
CC(NC(=O)c1ccc(C(F)(F)F)cc1)C(c1ccccc1)N1CCOCC1 (stereo not drawn) | i | -0.06
Cc1cccc(-c2ncc(CN3CCN(CCC(C)C)C(CCO)C3)cn2)c1 (stereo not drawn) | i | -0.99
CCn1c(=O)c(C(=O)NNC(=O)c2cccc(Cl)c2)c(O)c2ccccc21 | i | 0.01

Another view of some results above:
NC(=O)c1nsc(C(=O)N(c2cccc(F)c2)C(C(=O)NCc2ccccc2)c2ccc(O)cc2)c1N (stereo not drawn)
  KCNQ2 block = i
  Kir21 inh = -0.08

CC(OCCN(C)C)C(=O)C12CC3CC(CC(C3)C1)C2 (stereo not drawn)
  KCNQ2 block = i
  Kir21 inh = -1.1

CC(OC(=O)CNS(=O)(=O)c1ccc(C#N)cc1)C(=O)Nc1cccc(C#N)c1 (stereo not drawn)
  KCNQ2 block = i
  Kir21 inh = 1.3

Cc1ccc(C(=O)N2CCN(Cc3ccc4c(c3)OCO4)CC2)cc1[N+](=O)[O-]
  KCNQ2 block = i
  Kir21 inh = -1.6

(continued)
Molecule | KCNQ2 block | Kir21 inh
CCc1cc(C)cc(OCCOc2ccccc2/C=N/NC(C)=O)c1 | i | -0.59
CC1(C)CC2c3cccc(C(=O)O)c3C(=O)N2c2c1ccc1ccccc21 (stereo not drawn) | i | -0.3
COc1ccc(/C=C2/C(=O)ON=C2C)cc1Br | i | -2.6
Cc1ccc(C(=O)C(=O)c2ccc(C)c(N)c2)cc1N | i | -0.02
O=C(O)CCNc1cc(N2CCN(C(=O)c3ccco3)CC2)c2noc3c2c1C(=O)c1ccccc1-3 | i | -0.93
COc1ccc(Br)cc1CN(C)CC(=O)Nc1cc([N+](=O)[O-])ccc1OC | i | -2.6
Clc1ncc(CSc2ccccc2)s1 | i | -0.67
COc1cc(-c2nnc3sc(C4CCCCC4)nn23)cc(OC)c1OC | i | -0.44
Brc1ccccc1OCCOc1cccc2cccnc12 | i | -0.46
Cn1c(O)c(C2=c3ccccc3=NC2=O)[nH]c1=S | i | 0.34
CC1(C(=O)Nc2ccc3c(c2)OCCO3)CC1(Cl)Cl (stereo not drawn) | i | 0.93
CC(C)(C)n1nc2c(c1NC(=O)c1ccc(S(=O)(=O)N3CCCC3)cc1)CS(=O)C2 (stereo not drawn) | i | 0.12
C=CCn1c(-c2cc(OC)c(OC)c(OC)c2)n[nH]c1=S | i | -0.33
O=C(Nc1cc(S(=O)(=O)N2CCCCCC2)ccc1OCC(F)(F)F)C1CCC1 | i | 0.64
NC(=O)C1CCN(c2oc(-c3ccccc3)nc2S(=O)(=O)c2ccc(Br)cc2)CC1 | i | 1.2
O=C(CCCN1C(=O)/C(=C/c2ccccc2Cl)SC1=S)NNC(=O)c1ccncc1 | i | -0.14
CC1(C)Cc2cccc(OCC(=O)NCCOc3ccccc3)c2O1 | i | -2.6
COc1ccc(CCNC(=O)CSc2nc3sc(C(=O)O)c(C)c3c(=O)[nH]2)cc1OC | i | -0.85
CCOC(=O)C1CCN(S(=O)(=O)c2ccc3[nH]c(=O)ccc3c2)CC1 | i | 0.3
COc1cccc(OC)c1C(=O)Nc1nnc(-c2cccs2)s1 | i | 0.23

3 entries from above, with values under each structure.
The line under a structure holds: KCNQ2 block	Kir21 inh
> COc1ccc(Br)cc1CN(C)CC(=O)Nc1cc([N+](=O)[O-])ccc1OC
→ i	-2.6
> O=C(CCCN1C(=O)/C(=C/c2ccccc2Cl)SC1=S)NNC(=O)c1ccncc1
→ i	-0.14
> COc1cc(-c2nnc3sc(C4CCCCC4)nn23)cc(OC)c1OC
→ i	-0.44

Further entries follow:
Molecule | KCNQ2 block | Kir21 inh
C=CCn1c(CCC(O)CCCCC)n[nH]c1=S (stereo not drawn) | i | -0.52
Cc1ccc2c(c1)Oc1ccccc1C=C2C(=O)O | i | -0.29
CSc1nc2sc3c(c2c(=O)[nH]1)CCC3 | i | -0.69
C#CCOC(=O)Nc1cc(C)n(-c2ccccc2)n1 | i | 0.81
Cc1ccc(NC(=S)N2CCN(C)CC2)c(C)c1 | i | -0.06
CCCCN(CC)CCCNC(=O)CC1Nc2ccccc2NC1=O (stereo not drawn) | i | -1.7
C/C(Cn1ncc(N2CCOCC2)c(Cl)c1=O)=N\O | i | -0.51
CCC(=O)Nc1sc(Cc2ccccc2)c(C)c1C(N)=O | i | -0.73
CC(Sc1nc(N)c(NC(=O)c2ccc(Br)o2)c(=O)[nH]1)C(=O)O (stereo not drawn) | i | -0.83
Clc1ccc(CSc2nnc(-c3ccncc3)s2)cc1 | i | 1.4
O=C1c2cccc3cccc(c23)C(=O)N1Cc1cccnc1 | i | -1.2
O=C(CSc1nnnn1-c1ccc(F)cc1)NC1CCCCC1 | i | 0.04
CCOCC(=O)N1CCCC(C(=O)OCC)C1 (stereo not drawn) | i | 2.4
C1CN(c2nc3nonc3nc2N2CCSCC2)CCO1 | i | 0.27
C(=N\Nc1nn[nH]n1)/c1ccccc1 | i | 0.03
O=C1CC(c2ccccc2)CC(O)=C1C=NCc1ccncc1 (stereo not drawn) | i | 0.97
COc1cccc(-n2cc(C(=O)NCCCOC(C)C)c3ccccc3c2=O)c1 | i | 0.08
CCCCn1c(CCC(=O)O)nc2cc(S(=O)(=O)N(C)C)ccc21 | i | -0.23
O=C(C1CCN(S(=O)(=O)c2ccc(F)cc2)CC1)N1CCCC(C(F)(F)F)C1 (stereo not drawn) | i | 1.3
CC1(C)OC(=O)C(=CNc2ccc(F)cc2)C(=O)O1 | i | -1.1

Single values from above:
Kir21 inh, C#CCOc1ccc(Cl)cc1/C=N/O = -1.4
Kir21 inh, CCC(C)NCCOc1ccc(Br)cc1 (stereo not drawn) = 1.1

Going on with the list:
Molecule | KCNQ2 block | Kir21 inh
COc1ccc2[nH]cc(C(=O)CNc3nc(C)cs3)c2c1 | i | 0.36
OCCN1CCN(Cc2cccc(Oc3ccc(Cl)cc3)c2)CC1 | i | -5.2*
CC(C)(C)NC(=O)NC(=O)COC(=O)C1(C)CC1(Cl)Cl (stereo not drawn) | i | 1.4
COCCn1c(SCC(=O)NNC(=O)Cc2ccccc2)nc2ccccc2c1=O | i | 1.2
Cc1sc2ncnc(SCC(=O)c3ccc(Cl)s3)c2c1C | i | -0.76
O=C1CS/C(=N/N=C/c2ccco2)N1Cc1ccc(F)cc1 | i | -1.5
CCn1cc([N+](=O)[O-])nc1C | i | 1.9
CCN(CC)S(=O)(=O)c1cccc(C(=O)N/N=C/c2cc(OC)c(O)c(OC)c2)c1 | i | 0.63
O=C(N/N=C/c1ccc2c(c1)OCO2)C1COc2ccccc2O1 (stereo not drawn) | i | 0.97
O=C1C=C(NCCN2CCOCC2)C(=O)c2cnccc21 | i | 1.6
N#Cc1cc(Oc2ccc3ccccc3c2)c(-n2nnc3ccccc32)cc1C#N | i | 1.3
Cc1cc2c(nn1)CCc1c-2no[n+]1[O-] | i | -0.65
CCCOC(=O)c1ccc(NC(=O)c2ccc(Br)o2)cc1 | i | 0.06
Cc1cc(SCNC(=O)c2ccccc2)nc(C(C)C)n1 | i | 0.59
CCNc1ccccc(-c2ccc3ccccc3n2)c1=O | i | 1.9
CC(=O)c1cccc(NC(=O)c2ccc3ccccc3c2)c1 | i | 0.15
C/C(=N\NC(N)=O)C1CC(Cc2ccccc2)C(=O)O1 (stereo not drawn) | i | -0.94
Cc1ccccc1NC(=O)c1ccc(CN2CC(=O)N3CCCCC3C2=O)cc1 (stereo not drawn) | i | 0.84
COC(=O)CSc1nc(C)c2c(n1)CCCC2 | i | 0.6
Cc1ccc(C(=O)Nc2ccc(O)cc2C(=O)O)cc1 | i | 0.77

Other results.
Molecule | KCNQ2 block | Kir21 inh
C=CCNC(=O)c1ccc(Sc2ccccc2)c([N+](=O)[O-])c1 | i | 1.2
Cc1cc(C)c(C#N)c(SCC(=O)CC(=O)OC(C)C)n1 | i | -0.89
C=CS(=O)c1sc(Cl)c(N2CCOCC2)c1[N+](=O)[O-] (stereo not drawn) | -15* | -4.5*
Cc1ccc(N2C(=S)SC3CS(=O)(=O)CC32)cc1 (stereo not drawn) | i | 0.54
COC(=O)c1ccc(OCCCCN(C)Cc2ccccc2)cc1 | i | -0.65
Clc1cnc(N/N=C/c2cccs2)c(Cl)c1 | i | -0.54
CCOC(=O)N1CCN(C(=O)c2cn(C)c3ccc(S(=O)(=O)N4CCC(C)CC4)cc3c2=O)CC1 | i | 0.8
CCN(CC)CCn1c2c(c(SCC(=O)Nc3ccc(C(C)C)cc3)nc1=O)CCC2 | i | -0.62
CC1CCN(C(=O)CCc2nnc3ccc(NCc4ccco4)nn23)CC1 | i | 0.61
CCCC(C(=O)c1ccccc1)n1cncn1 (stereo not drawn) | i | -0.34
CC1C2C(C)N(C)C(=O)N(C)C2N(C)C(=O)N1C (stereo not drawn) | i | -2.5
Cc1c(C=O)c2ccccn2c1C(=O)c1ccccc1 | i | 0.24
COc1ccc(CSCC(=O)Nc2ccccc2)cc1[N+](=O)[O-] | i | -0.49
O=C(NC(=S)Nc1ccc(N2CCCCC2)cc1)c1cccs1 | i | 2.5
COc1ccc(/C=C(/NC(=O)c2ccccc2)C(=O)N2CCCCC2)cc1OC | i | 0.24
Cc1ccc(-c2nnc(SCC(=O)N(C)C)nc2-c2ccc(C)cc2)cc1 | i | 1
CCC1CCCCN1C(=S)NC(=O)c1cccc([N+](=O)[O-])c1 (stereo not drawn) | i | 2.7
Cc1ccc(C(=O)N2CCCC(N3CCN(c4cccc(C(F)(F)F)c4)CC3)C2)s1 (stereo not drawn) | i | 1
Cc1cc(NC(=O)CCCSc2nc(-c3ccco3)cc(C(F)(F)F)n2)no1 | i | -0.15
